Assay outcomes deposited in PubChem BioAssay by Fisher Drug Discovery Resource Center.
mcGAS inh: cyclic GMP-AMP synthase inhibitors, mouse, primary biochemical chemiluminescence; Q8C6L5; AID 1259399, 2018; 160,000 tested, 0.15% active; inhibition, % at 12.5 µM; recombinant cGAS, Kinase-Glo ATP depletion luminescence;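 note: 0% = negative control wells and 100% = reference inhibitor with no enzyme activity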
NPYLR7 agonist: agonists of mosquito NPYLR7 receptor, primary screen, cell-based, Aedes aegypti, calcium fluorescence, mosquito biting behavior | Aedes aegypti neuropeptide Y-like receptor 7 (NPYLR7) | activation, % at 10 µM | HEK293T NPYLR7/Galpha15, GCaMP6s calcium fluorescence | 270,000 tested, 0.15% active; in the data active = activation above about 40%;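 note: 0% = vehicle and 100% = reference agonist at the receptor; some compounds past the cut are filed as inactive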
hcGAS inh: Primary biochemical luminescence assay for human cyclic GMP-AMP synthase inhibitors; 290,000 tested, 0.081% active; inhibition, % at 12.5 µM; recombinant h-cGAS, ATP depletion, Kinase-Glo luminescence;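 note: 0% = vehicle reaction and 100% = reaction without DNA for no activity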
Target sequence (Q8N884 whole entry, looked up): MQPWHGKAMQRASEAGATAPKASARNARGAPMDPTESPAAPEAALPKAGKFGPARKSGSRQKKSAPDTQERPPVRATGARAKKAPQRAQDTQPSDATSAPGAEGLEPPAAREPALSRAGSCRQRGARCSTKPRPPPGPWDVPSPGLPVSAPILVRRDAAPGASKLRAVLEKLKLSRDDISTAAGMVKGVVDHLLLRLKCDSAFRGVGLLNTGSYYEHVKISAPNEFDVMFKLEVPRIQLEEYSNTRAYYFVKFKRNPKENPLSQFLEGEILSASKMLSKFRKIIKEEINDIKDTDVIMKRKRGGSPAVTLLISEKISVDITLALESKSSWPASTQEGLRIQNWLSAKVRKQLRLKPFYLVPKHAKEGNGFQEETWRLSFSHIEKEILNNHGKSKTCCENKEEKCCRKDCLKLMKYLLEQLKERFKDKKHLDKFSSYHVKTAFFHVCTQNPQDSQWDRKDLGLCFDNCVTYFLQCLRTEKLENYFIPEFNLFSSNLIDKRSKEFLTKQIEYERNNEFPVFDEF
* = called active by the depositor; · = not tested or not shown; & = joins results of further samples. Cut-off read from the data, not from the text of the source, unless noted: active = inhibition above about 40%; inactive = the rest.

A first look, 4 compounds:
SMILES	mcGAS inh	NPYLR7 agonist	hcGAS inh
CCC1c2ccsc2CCN1S(=O)(=O)c1cccc(Br)c1 (stereo not given)	·	6	-3
NC(=O)CC1(NC(=O)CSCc2ccc(Cl)cc2)CCOCC1	·	13	-9
COCc1c(Br)c(C)nc(OCC(=O)N/N=C\c2cc(Cl)cc(Cl)c2O)c1C#N	0	-3	-2
CC1CC(C)CN(Cc2ccc(CNC(=O)C3CC3)cc2)C1 (stereo not given)	·	4	-4

The list itself, from the first entry:
SMILES	mcGAS inh	NPYLR7 agonist	hcGAS inh
CCC1c2ccsc2CCN1S(=O)(=O)c1cccc(Br)c1 (stereo not given)	·	6	-3
NC(=O)CC1(NC(=O)CSCc2ccc(Cl)cc2)CCOCC1	·	13	-9
COCc1c(Br)c(C)nc(OCC(=O)N/N=C\c2cc(Cl)cc(Cl)c2O)c1C#N	0	-3	-2
CC1CC(C)CN(Cc2ccc(CNC(=O)C3CC3)cc2)C1 (stereo not given)	·	4	-4
COc1ccc(OC)c(S(=O)(=O)Nc2ccc(Br)cc2C(=O)NCc2ccccc2)c1	-5	17	-5
Cc1ccc(S(=O)(=O)NC2CC(=O)N(C3CCCCCC3)C2)s1 (stereo not given)	·	5	-9
CCOC(=O)C1(C)CCCCN1C(=O)c1ccc(C)c(F)c1 (stereo not given)	·	0	-10
Cc1cc(C)n(-c2cccc(C(=O)N3CC[C@H](O)C[C@@H]3C(=O)O)c2)n1	-9	12	-2
CCCC(C)c1nc(N2CCCN(C(=O)C3CCC3)CC2)c2cnn(-c3ccccc3)c2n1 (stereo not given)	0	-4	4
O=C(NC1CCN(c2ccccc2C(=O)N2CCN(c3ccccn3)CC2)CC1)c1ccc(F)cc1F	-1	-4	2
O=C(Nc1nnc(Cc2ccc3c(c2)OCO3)o1)c1ccc(Br)s1	·	5	-6
CCc1csc(CNC(=O)Cn2cc(Cl)c(C)n2)n1	·	22	-4
Cc1cccc(Nc2ccnc(Nc3cccc(C(=O)N4CC=CCC4)c3)n2)c1	-1	7	8
COc1ccc(CN(CC(C)C)C(=O)c2ccc(F)cc2)cc1OS(=O)(=O)c1cccc(C(F)(F)F)c1	-3	-8	-10
CC1C(=O)N(c2cccc(F)c2)CCN1C(=O)CCc1ccccc1 (stereo not given)	-3	-3	-4
Cc1ccn2c(NC(C)(C)C)c(-c3cccc(OS(=O)(=O)c4ccc(C(C)(C)C)cc4)c3)nc2c1	-6	·	-9
Cc1cc(C)cc(NC(=O)CSc2ccc3nnc(-c4cccnc4)n3n2)c1	-9	3	-6
CCc1nc2n(n1)C(=O)C(C(c1cccc(C)c1)N1CCC3(CC1)OCCO3)S2 (stereo not given)	-8	-3	-5
CCSc1nnc2ccc(-c3ccc(OC)cc3)nn12	-7	-14	-4
CCN(CC)c1ccc2cc(-c3nnc(-c4ccc(OC)cc4)o3)c(=O)oc2c1	-4	12	-7
O=C(Nc1ccc(Cl)c(-c2nc3ccccc3o2)c1)c1ccc2ccccc2c1	-7	-2	-3
O=[N+]([O-])c1ccc(N/N=C\c2ccccc2OC(F)F)c(S(=O)(=O)N2CCOCC2)c1	-5	-5	-6
CN1CC2N(C(=O)C3(c4ccc(Cl)cc4)CCCC3)C3CCC2(CC3)OC1=O (stereo not given)	-8	23	-3
CCCc1ccc(-c2ccc(-c3noc(-c4ccc(C)cc4)n3)cc2)cc1	-4	-3	1
Cc1ccc(CN(Cc2ccc3c(c2)OCO3)C(=O)CN(CCN2CCOCC2)S(=O)(=O)c2ccc(F)cc2)o1	-3	-5	0
Cc1cccc(N2C(=O)/C(=C/c3ccc(-c4ccc(Cl)c(Cl)c4)o3)C=C2c2ccccc2)c1	-4	1	-4
COc1ccc(CN(CCc2c[nH]c3ccccc23)C(=O)CN(C(=O)c2ccc([N+](=O)[O-])cc2)C2CC2)cc1OC	-6	·	-12
COc1ccc(NC(=O)CNC(=O)CN(C(=O)c2ccccc2OC)C2CCCCC2)cc1	-5	-5	-2
Cc1onc(-c2c(Cl)cccc2Cl)c1C(=O)Nc1ccc(OCc2ccccc2)cc1	·	4	-7
CC(C)c1ccc(Oc2cnn(-c3cccc(Cl)c3)c(=O)c2Nc2cccc(C(=O)N3CCCCC3)c2)cc1	-3	9	-10
COc1ccc(C(=O)NCc2cccc(-c3ncc(-c4cccc(OC)c4)[nH]3)c2)cc1	-5	-3	-3
COc1ccc(OC)c2sc(N(Cc3cccnc3)C(=O)C3COc4ccccc4O3)nc12 (stereo not given)	-7	-3	-7
O=c1[nH]c(=O)c2nc3ccccc3nc2[nH]1	5	4&3	-1&2
CN1CCN(C2C(=NC34CC5CC(CC(C5)C3)C4)N(c3ccccc3)C(=O)C2(C)C)CC1 (stereo not given)	-6	·	-10
O=C(CN1C[C@H]2C[C@H](C1)[C@H]1CCCC(=O)N1C2)NC1CCCCC1	-5	·	-9
CCOc1ccc(/C=C(\NC(=O)c2ccccc2)C(=O)N2CCN(C)CC2)cc1	·	8	-5
Cc1csc(NC(=O)CSc2nc3c(cnn3CCO)c(=O)[nH]2)n1	·	3	-11
COC(CN=Cc1c(O)n(C)c(=O)n(C)c1=O)OC	·	-6	0
CCNC(=O)N1CCN(c2cc(Oc3ccc(Cl)c(C)c3)ncn2)CC1	1	-11	3
Cc1c(CN(C)C(=O)CN2C(=O)NC(=O)C2(C)C)cnn1C	-15	4	-5
CCOCCOc1nc(-c2ccc3c(c2)OCO3)n(-c2ccc(NC(=O)c3ccco3)cc2)n1	-10	19	-8
COc1cccc(OC)c1C(=O)Nc1c2c(nn1-c1cccc(C)c1C)CS(=O)C2 (stereo not given)	·	1	-8
CCCCC(O)CN(CCOC)Cc1c(C)nn(-c2ccc(Cl)cc2)c1Oc1cccc(F)c1 (stereo not given)	-3	11	-4
O=c1sn(-c2cccc3ccccc23)c(=O)n1Cc1ccccc1	-9	4	-6
O=C1O/C(=C/Br)CCC1c1cccc2ccccc12 (stereo not given)	17	3	1
O=C(NCC1CCCO1)c1cccnc1N1CCN(S(=O)(=O)c2ccc(C(F)(F)F)cc2)CC1 (stereo not given)	-4	23	-2
C=CCN=c1scc(-c2ccc3c(c2)OCCO3)n1N=Cc1ccc(SC)cc1	-7	2	-8
COc1cccc([C@@H](C)Nc2nc3nonc3nc2N(C)C)c1	-4	3&13	-5&-2
CC1(Cc2ccccc2OC(F)(F)F)C(=O)Nc2cccc(Cl)c21 (stereo not given)	-3	2	1
O=C(c1ccc(Br)cc1)N1CCCC(OCc2cccc(Cl)c2)C1 (stereo not given)	-4	11	-3
Remaining list, next part:
SMILES	mcGAS inh	NPYLR7 agonist	hcGAS inh
CC(=O)N1CCN(c2cc(Oc3ccc(F)c(Cl)c3)ncn2)CC1	-7	13	-7
CCOc1ccc(-c2cc3c(=O)n(CC(=O)NCc4ccccc4)ccn3n2)cc1	-9	5	-7
COc1ccc(C(=O)N[C@@H]2CCCCC2NC(=O)C2CCCN(C(=O)c3ccco3)C2)cc1 (stereo not given in full)	-5	4	-3
CNc1ccc(C(=O)N2CCOC(Cc3ccccc3)C2)cc1 (stereo not given)	-4	19	-5
Cc1ccc2c(C)c(C(=O)NC3CCCN(C4CCN(C)CC4)C3)oc2c1 (stereo not given)	·	11	-5
Cc1ccc(-c2c(CN3CCOCC3)c(=O)[nH]c3ccccc23)cc1	·	-5&5	-1&-6
CC(C)(C)c1nnc(N2CCCCC2)s1	·	-2	-19
COCCc1noc([C@@H]2CN(CC3CCCCC3)C[C@H]2CO)n1	-5	·	-11
C=CCN1C[C@H]2CN(C)c3ccccc3[C@@H]2N(C(=O)c2ccccc2)CCC1=O	0	3	6
CSc1ccc(C(=O)Cn2nc(-c3ccc(F)cc3)oc2=O)cc1NC(C)=O	·	1	0
c1ccc(CN2CN(CC3CCCO3)c3nc4ccccc4n3C2)nc1 (stereo not given)	-6	4	-6
CCCC(=O)C1=C(O)C(c2cc(C)no2)C(C)(C)CC1=O (stereo not given)	·	-2	-5
CC(C)(C)N(Cc1ccccc1)C(=O)CNc1ccc(I)cc1	·	0	-8
CCc1ccc(S(=O)(=O)NCCOc2ccc(-c3ccc(F)cc3)nn2)cc1	-7	-8	-6
O=C(NCc1ccc(F)cc1)N1CCCC(c2nc3ccccc3[nH]2)C1 (stereo not given)	-4	-2	-1
COCCNC(=O)CCN(Cc1ccccc1)c1nc(-c2ccccc2)nc2ccccc12	0	-26	5
Cc1onc(-c2ccccc2Cl)c1C(=O)NCc1ccccn1	-4&-4	0&-7	-1&-1
N=C1SCC(=O)N1c1ncc(Cc2cccc(Cl)c2)s1	·	5	-3
COc1cc2c(cc1OC)C(c1ccccc1Cl)N(C(=O)c1ccc(-c3ccc(C4CCCCC4)cc3)s1)CC2 (stereo not given)	-9	26	-8
CCCSc1ncc(CN2CCCC(O)(CN(C)C)CC2)cn1 (stereo not given)	-11	2	-5

A different layout for some results above:
SMILES | mcGAS inh | NPYLR7 agonist | hcGAS inh
COCCNC(=O)CCN(Cc1ccccc1)c1nc(-c2ccccc2)nc2ccccc12 | 0 | -26 | 5
c1ccc(CN2CN(CC3CCCO3)c3nc4ccccc4n3C2)nc1 (stereo not given) | -6 | 4 | -6
CCc1ccc(S(=O)(=O)NCCOc2ccc(-c3ccc(F)cc3)nn2)cc1 | -7 | -8 | -6
CCCSc1ncc(CN2CCCC(O)(CN(C)C)CC2)cn1 (stereo not given) | -11 | 2 | -5
COc1cc2c(cc1OC)C(c1ccccc1Cl)N(C(=O)c1ccc(-c3ccc(C4CCCCC4)cc3)s1)CC2 (stereo not given) | -9 | 26 | -8
O=C(NCc1ccc(F)cc1)N1CCCC(c2nc3ccccc3[nH]2)C1 (stereo not given) | -4 | -2 | -1

The list continues:
SMILES	mcGAS inh	NPYLR7 agonist	hcGAS inh
CCCn1c(N)c(Br)c(=O)n(CC(=O)NC)c1=O	-17	-3	-3
CC1CCCCN1S(=O)(=O)N(C)Cc1nc2ccccc2[nH]1 (stereo not given)	-7	-2	-15
O=C1CC(c2cccnc2N2CCOCC2)c2cnn(Cc3ccncc3)c2N1 (stereo not given)	-9	-2	-2
O=C(Nc1ccc(Cl)c(C(F)(F)F)c1)N1CC=C(n2c(=O)[nH]c3ccccc32)CC1	·	-12	0
C/C=C/CC(=O)N(Cc1ccc(F)cc1)CC1CCCO1 (stereo not given)	-10	3	-6
O=C(Cc1ccccc1)Nc1cccc(C2SCC(=O)N2c2ccc3c(c2)OCCO3)c1 (stereo not given)	-4	-3	-5
C=CCS(=O)(=O)N1CCC2(CCCN(Cc3cccc(C)c3)C2=O)C1 (stereo not given)	·	3	-6
CCn1cc(C(CC(=O)NCc2ccc(F)cc2)c2ccc3c(c2)OCO3)c2ccccc21 (stereo not given)	0	4	5
C=CCOC(C)C(=O)NC(c1ccccc1)c1n[nH]c(C)n1 (stereo not given)	·	3	-7
CCC(=O)NCc1cc(Br)c(OC)c(OC)c1	·	-32	3
COc1cc(OC)cc(C2NC(=O)N(C)C3=C2C(=O)N(Cc2ccccn2)C3)c1 (stereo not given)	-10	·	-5
N#Cc1ccc(COC2C[C@](OCc3ccccc3)(C(=O)NCCCn3ccnc3)C[C@@H](O)[C@H]2O)cc1 (stereo not given in full)	-4	6	-2
CCCCC(=O)N(CCC)CC(=O)N(CCc1c[nH]c2ccccc12)Cc1ccccc1OC	-5	23	-2
CCCCCCc1ccc(C(=O)N(CCC)CC(=O)N2CC(=O)N(c3ccc(F)cc3)C2)cc1	-4	2	-1
Fc1ccc(-c2[nH]ncc2/C=N\N2CCOCC2)cc1	-17	3	-5
CC(=O)c1nnn(-c2nc(N3CCCC3)nc(N3CCCC3)n2)c1C	·	1	-1
Cc1cc(C(=O)NCCc2ccccc2)nc2cc(-c3ccccc3)nn12	-6	18	-4
Cc1ccccc1C(=O)N[C@@H]1CCCCC1NC(=O)C1CCN(C(=O)c2cc(C(F)(F)F)cc(C(F)(F)F)c2)CC1 (stereo not given in full)	-7	0	-9
CC(C)Sc1nc(N2CCCC2)c2c(c1C#N)CC(C)(C)OC2	·	7	-9
COCCn1c(C)c(C)n2c3c(=O)n(CC(=O)c4ccccc4)c(=O)n(C)c3nc12	·	0	-5
COc1ccc(-n2nc(-c3ccccc3)cc2C(=O)N2CCN(c3cccc(C(F)(F)F)c3)CC2)cc1	-5	29	-3
COCCN(Cc1ccc(OC)c(OS(=O)(=O)c2ccc(OC)cc2)c1)C(=O)c1cccc(F)c1	-5	2	-2
Cc1ccccc1C1c2ccsc2CCN1C(=O)CN(C(=O)CCl)C1CCCCC1 (stereo not given)	-1	-7	-5
CN(Cc1nc2ccccc2s1)C(=O)c1cn(CC2CCCCC2)nn1	·	15	-7
Cc1nc(C(=O)N(CC2CCN(C3Cc4ccccc4C3)CC2)CC2CCCO2)cs1 (stereo not given)	·	13	-10
COC(=O)c1c(OC)cc2c(c1C)Oc1c(Cl)c(O)c(Cl)c(C)c1C(=O)O2	20	·	0
COc1cccc(C(CN2CCN(S(=O)(=O)c3ccc(Cl)s3)CC2)OCc2ccc(C#N)cc2)c1 (stereo not given)	-7	26	-2
CCOc1ccccc1N1CCN(C(=O)c2ccc([N+](=O)[O-])cc2)C(C)C1=O (stereo not given)	-3	17	-1
C#CCn1c(=NC(=O)c2ccccc2S(C)(=O)=O)sc2cc(F)ccc21	·	3	-12
Cc1nc(N2CCCCCC2)c2c3c(sc2n1)CC(C)CC3 (stereo not given)	-1	2	-1
Cc1ccc(C(C)NC(=O)c2cn(CCN)nn2)c(C)c1 (stereo not given)	-2	0	-2
COCc1cc(N2CCN(c3cccc(C(F)(F)F)c3)CC2)nc(SCc2ccc(C(=O)NCC3CCCO3)cc2)n1 (stereo not given)	-5	13	-10
